# Assay outcomes deposited in PubChem BioAssay by several laboratories.
# rCAG binder – r(CAG) repeat RNA binding; inhibition, % at 3 µM; TO-PRO-1 dye displacement fluorescence; AID 651821; 1.3% of 370,000 active;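 active means inhibition above the plate cutoff, the mean of all test compounds on that plate plus 3 SD, cut at about 35% in these data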;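 further: 0% = DMSO alone and 100% = 100 µM mitoxantrone as full dye displacement; higher means more dye released from RNA so lower well fluorescence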
# HTRA1 inhibitor – HTRA1 (human) protease inhibition. recombinant HTRA1, FP-rhodamine activity-based probe, fluorescence polarization. inhibition, % at 5.96 µM. Q92743. 0.5% of 340,000 active; in the data active means inhibition above about 36%;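 further: 0% = enzyme with DMSO and 100% = wells lacking enzyme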
# PG9 binder – binds the HIV-1 gp120 antibody PG9; AID 624416; TR-FRET gp120-PG9 antibody binding; inhibition, % at 6.7 µM; 0.43% of 360,000 active; in the data active means inhibition above about 8.5%
# PRMT1 inh – blocks human protein arginine methyltransferase 1; recombinant PRMT1, activity-based probe fluorescence polarization; Q99873; 1.3% of 370,000 active; inhibition, % at 2.79 µM;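 active means inhibition above about 21% made by adding two undisclosed values, limit read from the data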
# TCR CD3 inh – human TCR-CD3 binding inhibition | TAMRA-labeled TCR probe fluorescence, biochemical | inhibition, % at 9.4 µM | 0.37% of 360,000 active | AID 651800; in the data active means inhibition above about 19%;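 further: recombinant mutant TCR 2C K166C tagged with TAMRA read by polarization; 0% = receptor in buffer alone and 100% = receptor with positive control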
# MBD2 inh – MBD2-methylated oligo binding inhibition. TR-FRET, MBD2 binding to methylated oligonucleotide. inhibition, % at 4.4 µM. 0.31% of 370,000 active. AID 686964; in the data active means inhibition above about 13%
# ABHD4 inh – ABHD4 (mouse) inhibition, primary FP screen | Q8VD66 | purified mABHD4, FP-Rh probe fluorescence polarization | inhibition, % at 8.92 µM | 0.54% of 370,000 active | AID 720543;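 active means inhibition exceeding the mean over every tested compound plus 3 SD, cut at about 30% in these data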;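 further: 0% = plate median of compound wells and 100% = S159A mutant with DMSO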
#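 assay system = mABHD4 protein | compound dosing = single nominal dose of 8.92 µM, 0.89% DMSO final | read-out basis = percent inhibition of probe binding, normalized to plate controls | schedule = Enzyme–compound pre-incubation 45 min, then probe 60 min, both 25 °C | detection = fluorescence polarization, excitation 525 nm, emission 598 nm, BODIPY TMR filters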
# LEDGF integ inh – blocks HIV-1 LEDGF/p75-dependent DNA integration | TR-FRET IN-LEDGF/p75 DNA integration, Eu/Cy5 | inhibition, % at 3.7 µM | 0.64% of 370,000 active | AID 743269;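 active means inhibition above the screen-wide mean plus 3 SD, cut at about 13% in these data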;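 further: signal is the Cy5 over europium emission ratio at 671 and 618 nm; 0% = plate median of compound wells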
# NR1D1 modulator – Rev-erb alpha (human) modulation; 0.79% of 370,000 active; P20393; AID 1259318; Rev-erbα–FITC-DNA binding, fluorescence polarization, 90 min; activity, % at 10 µM;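 active means activity above about 14%, limit read from the data; passing the limit was not always enough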;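 further: 0% = DMSO wells with 35 nM protein and 100% = DMSO wells with 750 nM protein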
# UHRF1 MBD2 ctr – UHRF1 methyl-DNA binding inhibition. Q96T88. UHRF1 binding to methylated oligo, TR-FRET. inhibition, % at 4.4 µM. 0.75% of 370,000 active; in the data active means inhibition above about 21%;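 further: UHRF1 SRA domain binding a hemimethylated CpG hairpin DNA probe; 0% = median of test compound wells and 100% = reference inhibitor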
# Target sequence (Q96T88 whole entry, looked up, the tested form may be a part): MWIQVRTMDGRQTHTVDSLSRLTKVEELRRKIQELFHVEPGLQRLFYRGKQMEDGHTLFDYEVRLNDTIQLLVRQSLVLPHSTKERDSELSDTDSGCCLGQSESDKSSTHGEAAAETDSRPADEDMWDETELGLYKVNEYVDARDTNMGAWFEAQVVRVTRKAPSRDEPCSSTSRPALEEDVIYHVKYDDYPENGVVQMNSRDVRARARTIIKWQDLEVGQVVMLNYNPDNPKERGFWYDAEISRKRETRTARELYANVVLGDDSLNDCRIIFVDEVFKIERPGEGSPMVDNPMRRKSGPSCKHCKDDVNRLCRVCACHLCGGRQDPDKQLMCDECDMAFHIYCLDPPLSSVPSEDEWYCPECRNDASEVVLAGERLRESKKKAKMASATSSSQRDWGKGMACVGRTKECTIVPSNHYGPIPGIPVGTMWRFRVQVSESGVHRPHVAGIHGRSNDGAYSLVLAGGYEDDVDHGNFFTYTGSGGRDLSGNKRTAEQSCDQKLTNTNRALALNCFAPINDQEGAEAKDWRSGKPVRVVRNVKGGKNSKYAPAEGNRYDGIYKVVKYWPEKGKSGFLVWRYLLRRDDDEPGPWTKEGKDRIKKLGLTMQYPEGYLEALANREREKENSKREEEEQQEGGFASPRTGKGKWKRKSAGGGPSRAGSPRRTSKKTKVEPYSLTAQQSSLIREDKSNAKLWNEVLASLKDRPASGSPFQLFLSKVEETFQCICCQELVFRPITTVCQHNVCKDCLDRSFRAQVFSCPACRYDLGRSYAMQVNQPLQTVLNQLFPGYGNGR
# Active calls of the source: *; nt = not tested or not shown.
1: O=C(c1ccc(Cl)cc1)N1CCCCC(Cl)C1=O (stereo not given)
2: CC1SCC(=NOCc2c(Cl)cccc2Cl)CS1 (stereo not given)
3: O=C(NCc1ccc2c(c1)OCO2)c1cc(-c2cc(Cl)ccc2O)n[nH]1
4: Cc1ccc(CN2C3=NCCN3c3ccccc32)cc1
5: Oc1ccccc1-c1cc(-c2ccccc2)no1
6: CCCCC(=O)Nc1ccccc1N1CCN(c2ccccc2)CC1
7: CN(CCc1ccccc1)C(=O)c1ccc(NC(=O)Cc2ccc(NC(=O)C3CCCN(C(=O)CCc4ccccc4)C3)cc2)cc1 (stereo not given)
8: C=CCn1c(COc2ccccc2-c2ccccc2)nnc1SCC(=O)NC(=O)NCc1ccco1
9: O=C(CSc1nnc2sc3ccccc3n12)NCc1ccco1
10: COc1ccc2c(c1OC)C(CC(C)=O)N1CCc3cc4c(cc3C1C2=O)OCO4 (stereo not given)
Assay by compound	1	2	3	4	5	6	7	8	9	10
rCAG binder	-1	-4	14	4	8	-4	9	2	0	1
HTRA1 inhibitor	1	2	-4	-4	-35	-1	-38	-22	5	nt
PG9 binder	1.3	0.9	-1.0	0.9	-1.2	-0.1	0.0	-0.6	-1.0	0.8
PRMT1 inh	0	5	-3	5	2	2	-1	6	-2	-1
TCR CD3 inh	2	1	-1	1	-1	4	12	-6	-4	10
MBD2 inh	-7	4	1	-1	-3	1	-6	3	3	-5
ABHD4 inh	-3	2	1	5	-14	-2	-21	-5	0	3
LEDGF integ inh	-3	-4	1	-5	-3	-1	-2	-3	3	0
NR1D1 modulator	2	-2	-4	-9	0	1	-1	-4	-1	2
UHRF1 MBD2 ctr	0	-1	-3	5	0	0	37*	5	0	1

# Some of the entries so far, with two lines to a compound.
# Order of results: rCAG binder, HTRA1 inhibitor, PG9 binder, PRMT1 inh, TCR CD3 inh, MBD2 inh, ABHD4 inh, LEDGF integ inh, NR1D1 modulator, UHRF1 MBD2 ctr
10. COc1ccc2c(c1OC)C(CC(C)=O)N1CCc3cc4c(cc3C1C2=O)OCO4 (stereo not given)
  1, nt, 0.8, -1, 10, -5, 3, 0, 2, 1
5. Oc1ccccc1-c1cc(-c2ccccc2)no1
  8, -35, -1.2, 2, -1, -3, -14, -3, 0, 0

# Next section
11: O=C(CNc1cc(S(=O)(=O)N2CCOCC2)ccc1N1CCCC1)NCc1ccco1
12: C=CCc1cccc(CNc2ccc(S(=O)(=O)Nc3nccnc3OC)cc2)c1O
13: CCC(C)(C)n1nnnc1CN(Cc1cc2cc(OC)c(OC)cc2[nH]c1=O)C1CCCC1
14: COc1cccc2c1Oc1ncccc1N(C(=O)CCC(=O)NCc1ccc(F)cc1)C2
15: Cc1nccn1CC(O)COc1ccc([N+](=O)[O-])cc1 (stereo not given)
16: CCOc1ccc(S(=O)(=O)N2CCCC(C(=O)N3CCN(c4ccccc4)CC3)C2)cc1 (stereo not given)
17: NC(=O)c1sc(=S)n2c1[nH]c(=O)c1sccc12
18: CCOC(=O)c1c2c(n(C)c1C)C(=O)C(=O)c1ccc(Br)cc1-2
19: C[C@@H](OC(=O)N(C)Cc1ccccc1)[C@H]1O[C@]2(C)CCCC[C@H]1O2
20: CC(=O)c1ccc(S(=O)(=O)N(C)CC(=O)NCc2ccco2)cc1
Assay by compound	11	12	13	14	15	16	17	18	19	20
rCAG binder	5	9	1	3	0	-8	4	-1	-5	5
HTRA1 inhibitor	6	4	-2	1	-3	-7	-2	7	3	3
PG9 binder	-3.9	-1.4	0.8	-1.3	-1.8	-1.3	-3.2	-1.1	0.2	-0.2
PRMT1 inh	-2	-4	1	-5	-1	-8	2	0	0	0
TCR CD3 inh	0	3	3	-2	1	5	-2	-4	-3	-1
MBD2 inh	1	1	-8	1	-7	5	-2	5	2	0
ABHD4 inh	2	-7	9	-10	2	18	7	2	-1	2
LEDGF integ inh	11	5	3	3	0	4	-7	7	-1	-2
NR1D1 modulator	3	4	-1	-4	3	-2	0	-4	4	0
UHRF1 MBD2 ctr	-1	1	0	0	-1	-1	-2	0	-1	1

# Only UHRF1 MBD2 ctr (four entries from above):
no. | SMILES | UHRF1 MBD2 ctr
12 | C=CCc1cccc(CNc2ccc(S(=O)(=O)Nc3nccnc3OC)cc2)c1O | 1
13 | CCC(C)(C)n1nnnc1CN(Cc1cc2cc(OC)c(OC)cc2[nH]c1=O)C1CCCC1 | 0
14 | COc1cccc2c1Oc1ncccc1N(C(=O)CCC(=O)NCc1ccc(F)cc1)C2 | 0
15 | Cc1nccn1CC(O)COc1ccc([N+](=O)[O-])cc1 (stereo not given) | -1

# Record cards, from the list above. Values in the order: rCAG binder, HTRA1 inhibitor, PG9 binder, PRMT1 inh, TCR CD3 inh, MBD2 inh, ABHD4 inh, LEDGF integ inh, NR1D1 modulator, UHRF1 MBD2 ctr
# `COc1cccc2c1Oc1ncccc1N(C(=O)CCC(=O)NCc1ccc(F)cc1)C2` across the screens: 3, 1, -1.3, -5, -2, 1, -10, 3, -4, 0
# `CCC(C)(C)n1nnnc1CN(Cc1cc2cc(OC)c(OC)cc2[nH]c1=O)C1CCCC1` across the screens: 1, -2, 0.8, 1, 3, -8, 9, 3, -1, 0

# The results go on:
21: CCc1ccc(-n2c(SCC(=O)Nc3ccc(C(=O)O)cc3)nnc2-c2ccncc2)cc1
22: CCOC(=O)N1CCN(S(=O)(=O)c2ccc(Br)s2)CC1
23: COc1cc(C(=O)OCC(=O)NCCN2C(=O)CSC2=O)ccc1OCc1c(C)noc1C
24: COC(=O)[C@@H](N)Cc1ccc(O)c(O)c1
25: CCCc1cc(=O)[nH]c(SCC(=O)N2CCC(C(=O)OCC)CC2)n1
26: O=c1c(-c2ccc3c(c2)OCCO3)coc2cc(O)cc(O)c12
27: Cc1cccc(/C=C/c2onc(C)c2S(=O)(=O)N2CCC(C(=O)NC(C)C)CC2)c1
28: CCCCNC(=O)c1cn(C)c2ccc(S(=O)(=O)N3CCCC3)cc2c1=O
29: Cc1ccc(C2(c3ccc(C)cc3)NC(=O)N(CC(=O)NCCCN3CCCC3=O)C2=O)cc1
30: Cc1ccc(S(=O)(=O)N2CCN(C(=O)COC(=O)/C=C/c3cccc([N+](=O)[O-])c3)CC2)c(C)c1
Assay by compound	21	22	23	24	25	26	27	28	29	30
rCAG binder	4	-9	0	-1	0	10	5	0	1	4
HTRA1 inhibitor	nt	5	-6	7	1	-9	-5	-6	2	4
PG9 binder	-1.2	1.5	-1.0	0.7	-2.2	-2.7	-1.1	-1.2	-0.6	-0.2
PRMT1 inh	4	1	2	14	-1	3	-4	-1	0	-2
TCR CD3 inh	3	-1	-5	-2	1	4	0	11	1	2
MBD2 inh	-1	-7	10	3	-5	2	-2	-2	6	-3
ABHD4 inh	-7	-8	-1	15	8	-12	-5	1	2	3
LEDGF integ inh	-2	2	-7	4	1	3	2	1	1	0
NR1D1 modulator	-2	-2	3	1	-2	3	-6	-1	-3	-1
UHRF1 MBD2 ctr	9	0	15	-1	-1	3	3	-3	9	0

# A few values from the entries so far.
# cpd 22 in rCAG binder shows -9
# cpd 21 in PG9 binder shows -1.2
# cpd 27 in rCAG binder shows 5
# cpd 30 in TCR CD3 inh shows 2

# (more compounds)
31: N#CCCN1CCN(C(=O)c2c(N)no[n+]2[O-])CC1
32: O=C(CCN1C(=O)C2C3C=CC(C3)C2C1=O)Nc1c(F)cccc1F (stereo not given)
33: CCCCn1c(SCC(=O)N2CCOCC2)nc2c1c(=O)n(C)c(=O)n2C
34: O=C(N[C@@H](Cc1ccccc1)C(=O)N1CCC2(CC1)NCCc1[nH]cnc12)c1cccc(Br)c1
35: Cn1/c(=N\NC(=O)C2CCCCC2)sc2ccccc21
36: COc1ccc(C(=O)/C=C(\N)C(F)(F)F)c(O)c1
37: COC(=O)c1ccc2nc(C3CCCCC3)c(Cc3ccc(C)cc3)n2c1
38: O=C(NC1CCCCC1)C(c1ccccc1)N(C(=O)c1csnn1)C1CC1 (stereo not given)
39: CC(=O)c1ccc(NC(=O)N2CCN(c3ccc(C)cc3)C(C)C2)cc1 (stereo not given)
40: Cc1ccc(-c2nnn(CC(=O)N3C(C)CCCC3C)n2)cc1 (stereo not given)
Assay by compound	31	32	33	34	35	36	37	38	39	40
rCAG binder	1	1	-5	-3	-2	-1	11	-1	-8	-6
HTRA1 inhibitor	7	4	8	1	6	7	nt	-2	-5	2
PG9 binder	0.1	-1.8	-1.4	-0.5	-0.3	-3.5	-0.7	0.4	0.9	-0.6
PRMT1 inh	0	-4	-2	1	-4	-2	2	-1	-3	3
TCR CD3 inh	-5	4	8	6	7	5	-6	-1	1	2
MBD2 inh	2	3	-1	-6	0	1	11	0	-2	2
ABHD4 inh	-1	3	-2	5	-1	-3	-7	-1	0	-7
LEDGF integ inh	-4	3	-2	-2	-1	1	-3	0	3	1
NR1D1 modulator	-1	-7	-3	-1	-2	2	-4	-1	-1	-5
UHRF1 MBD2 ctr	-1	-1	1	-2	0	6	23*	3	-5	4

41: Cc1ccc(-n2[nH]c(C)c(C=Nc3ccc(Br)cn3)c2=O)cc1
42: O=C(NC1CCCC1)C1c2ccccc2OCC(=O)N1CCCN1CCOCC1 (stereo not given)
43: Cn1c(=O)c2c(SCc3ccccn3)nc(C3CC3)nc2n(C)c1=O
44: Cc1cccc(C(=O)NCC(C)NC(=O)c2cccc(C)c2)c1 (stereo not given)
45: O=C(O)c1ccc(CN2C[C@@H](CO)O[C@@H](n3cnc4c(NCc5ccc(F)cc5)ncnc43)C2)cc1
46: O=S(=O)(c1cccc(Cl)c1)N1CCN(S(=O)(=O)c2ccc3c(c2)OCCO3)CC1
47: Cc1csc(C(=O)NN)c1N(C)C
48: CCOc1ccc(NC(=O)CN(C)C(=O)c2ccccc2CCc2ccccc2)cc1OCC
49: CC(=O)OC1c2ccccc2C(=O)N1Cc1ccccc1Cl (stereo not given)
50: COc1cccc(CC(=O)N2CCN(c3ccccc3[N+](=O)[O-])CC2)c1
51: Cc1cccc(NC(=O)c2cccnc2Cl)n1
52: CC(=O)OC(C[N+]1(C)CCCCCC1)c1ccccc1 (stereo not given)
Assay by compound	41	42	43	44	45	46	47	48	49	50	51	52
rCAG binder	-2	0	-1	4	4	0	-3	-3	0	-2	0	-4
HTRA1 inhibitor	3	nt	-3	-9	nt	-8	-2	3	-1	-3	3	-5
PG9 binder	-0.2	2.1	-2.7	-3.0	-2.1	-1.7	-1.2	-0.4	-0.7	-0.6	-1.6	2.4
PRMT1 inh	0	1	-1	-3	-4	-2	-5	5	3	0	-2	-2
TCR CD3 inh	8	-5	0	3	7	-3	-4	-1	5	-2	-2	-3
MBD2 inh	-6	-1	2	-3	3	-4	0	3	-3	-3	-2	-1
ABHD4 inh	-2	-1	-1	0	-16	-6	5	-7	1	-2	6	0
LEDGF integ inh	1	-2	-3	1	0	1	4	-4	1	1	2	6
NR1D1 modulator	1	-2	-2	3	5	1	12	4	4	6	2	-1
UHRF1 MBD2 ctr	-8	4	1	0	1	2	0	6	-1	2	-2	-3

# A portion of the library; the hit share may differ from the screen's.
